Source: PubChem
POLH inh: qHTS for Inhibitors of Polymerase Eta; DNA polymerase eta (Homo sapiens), Q9Y253; Potency, µM (doses to about 114 µM), for the others: at the top dose activity change, negative = inhibition, usual class: inhibitors; recombinant Pol eta, fluorescent DNA replication assay; AID 588591, 2011; 390,000 compounds, 1.2% hits; further: potency means the concentration at half of the fitted maximal effect; on the % scale 0 is the no-effect control and ±100 the full control effect
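Fluorescent replication assay: 50 nM final substrate added after a 15 min room-temperature compound preincubation with 10 nM enzyme. Signal taken at 0 min and again at 10 min.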
Anesthetic bind: qHTS Assay for Identification of Novel General Anesthetics | AID 485281, 2010 | Ferritin light chain (Equus caballus), P02791 | apoferritin/1-aminoanthracene competitive binding, fluorescence | 350,000 compounds, 0.074% hits | Potency, µM (series often up to 77.5 µM), without a hit: top-dose activity change, negative = displacement, usual class: inhibitors; further: potency means the concentration at half of the fitted maximal effect; on the % scale 0 is the no-effect control and ±100 the full control effect; nearly all actives have a fitted effect of over 20% in size
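Probe: 1-aminoanthracene (50% saturated, PBS). Protein: horse-spleen apoferritin, 10 uM. Incubation: 10 min, room temperature. Detection: 380 nm excitation, 535 nm emission. Analysis: normalized response, four-parameter Hill.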
PGK inhibitor: qHTS Assay to Find Inhibitors of Phosphoglycerate Kinase | Potency, µM (doses to about 57.5 µM), without a hit: at the highest dose activity change, negative = inhibition, usual class: inhibitors | Phosphoglycerate kinase, glycosomal (Trypanosoma brucei brucei), P07378 | PGK/GAPDH coupled, Kinase-Glo luminescence, 60 min | 380,000 compounds, 0.043% hits; further: potency means the concentration at half of the fitted maximal effect; on the % scale 0 is the no-effect control and ±100 the full control effect; nearly all actives have a fitted effect of over 60% in size
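Luminescent ATP detection (Kinase-Glo Plus) follows a 60-minute room-temperature incubation, with wells lacking PGK as controls. Buffer: 100 mM TEA (pH 7.6), 5 mM MgCl2, 0.01% Tween-20. Coupling enzyme GAPDH (100 nM final) supplies unstable 1,3-BPG in-well.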
BLM helicase inh: qHTS Assay for Inhibitors of Bloom's syndrome helicase (BLM). RecQ-like DNA helicase BLM (Homo sapiens), P54132. recombinant BLM DNA unwinding, fluorescence dequenching. Potency, µM (highest dose often 56.1 µM), without a hit: top-dose activity change, negative = inhibition, hits mostly inhibitors. 350,000 compounds, 0.2% hits. AID 2528, 2010;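 further: potency means the concentration at half of the fitted maximal effect; plate controls were vehicle for no effect and no enzyme for full effect; nearly all actives have a fitted effect of over 35% in size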
POLB inh: qHTS Assay for Inhibitors of DNA Polymerase Beta; Pol beta primer extension/strand displacement, fluorescence kinetic; Potency, µM (doses to about 114 µM), for the others: at the highest dose activity change, negative = inhibition, hits mostly inhibitors; P06746; 340,000 compounds, 1.3% hits; further: potency means the concentration at half of the fitted maximal effect; on the % scale 0 is the no-effect control and ±100 the full control effect
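Reaction started by 50 nM substrate onto compound-treated Pol beta (10 nM, 15 min preincubation, room temperature); plates read at 0 min and 10 min. Normalized concentration-effect data fitted by four-parameter Hill equation.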
RXFP1 antag: qHTS Assay for Antagonists of the Relaxin Receptor RXFP1; activity change, negative = inhibition, % at 57.5 µM; HEK293-RXFP1, relaxin-stimulated cAMP HTRF, 30 min; stronger effect = lower value; 350,000 compounds, 0.59% hits;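 active means activity change of -60% or lower, but not beyond a set lower limit; inconclusive means change between -60% and -40%, or beyond the set limit; inactive means change above -40%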; further: on the % scale 0 is the no-effect control and ±100 the full control effect
Target sequence (Q9HBX9 whole entry, looked up): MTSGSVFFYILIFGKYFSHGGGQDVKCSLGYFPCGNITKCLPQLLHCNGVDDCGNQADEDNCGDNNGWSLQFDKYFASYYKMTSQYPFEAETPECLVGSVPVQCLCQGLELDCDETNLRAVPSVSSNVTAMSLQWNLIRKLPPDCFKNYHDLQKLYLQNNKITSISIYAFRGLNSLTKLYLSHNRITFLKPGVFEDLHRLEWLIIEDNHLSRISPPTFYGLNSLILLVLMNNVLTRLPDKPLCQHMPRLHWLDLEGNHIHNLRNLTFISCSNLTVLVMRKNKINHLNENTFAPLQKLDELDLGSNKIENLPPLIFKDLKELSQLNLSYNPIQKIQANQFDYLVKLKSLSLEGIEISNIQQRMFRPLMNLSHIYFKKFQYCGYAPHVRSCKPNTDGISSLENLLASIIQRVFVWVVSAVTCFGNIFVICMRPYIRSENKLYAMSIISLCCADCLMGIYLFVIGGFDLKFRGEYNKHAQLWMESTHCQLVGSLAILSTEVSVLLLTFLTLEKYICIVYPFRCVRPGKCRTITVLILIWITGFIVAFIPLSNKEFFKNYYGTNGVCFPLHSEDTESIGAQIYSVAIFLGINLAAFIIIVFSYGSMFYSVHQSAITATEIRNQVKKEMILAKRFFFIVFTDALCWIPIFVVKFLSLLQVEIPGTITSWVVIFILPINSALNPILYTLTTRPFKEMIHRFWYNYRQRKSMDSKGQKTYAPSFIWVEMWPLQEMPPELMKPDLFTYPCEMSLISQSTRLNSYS
Pol kappa inh: qHTS for Inhibitors of Polymerase Kappa. 400,000 compounds, 0.53% hits. AID 588579, 2011. Potency, µM (highest dose often 107 µM), without a hit: at the highest dose activity, negative = inhibition, usual class: inhibitors. purified Pol kappa, fluorescent DNA synthesis assay, 10 min. DNA polymerase kappa (Homo sapiens), Q9UBT6; further: potency means the concentration at half of the fitted maximal effect; on the % scale 0 is the no-effect control and ±100 the full control effect
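Kinetic fluorescence readout at 0 and 10 min followed reaction start with substrate at 50 nM final. Beforehand, enzyme (10 nM Pol kappa) stood 15 min with compound at room temperature; buffer-only wells were negative controls.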
APEX1 inh: qHTS Assay for Inhibitors of the Human Apurinic/apyrimidinic Endonuclease 1 (APE1); 350,000 compounds, 0.35% hits; Potency, µM (series often up to 65.8 µM), without a hit: at the top dose activity change, negative = inhibition, most hits filed as inhibitors; DNA repair nuclease/redox regulator APEX1 (Homo sapiens), P27695; recombinant APE1, TAMRA/BHQ-2 abasic DNA cleavage fluorescence; AID 2517, 2012;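 further: potency means the concentration at half of the fitted maximal effect; plate controls were vehicle for no effect and reference inhibitor for full effect; nearly all actives have a fitted effect of over 55% in size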
Target sequence (P27695 whole entry, looked up): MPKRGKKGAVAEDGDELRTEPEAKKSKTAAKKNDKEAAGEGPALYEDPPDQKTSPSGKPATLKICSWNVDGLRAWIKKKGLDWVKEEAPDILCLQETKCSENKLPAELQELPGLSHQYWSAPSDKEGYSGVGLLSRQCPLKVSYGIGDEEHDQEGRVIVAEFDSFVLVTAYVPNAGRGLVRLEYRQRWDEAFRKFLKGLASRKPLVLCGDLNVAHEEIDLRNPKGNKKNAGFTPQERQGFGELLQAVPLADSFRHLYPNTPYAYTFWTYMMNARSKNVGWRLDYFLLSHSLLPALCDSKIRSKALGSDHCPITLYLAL
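Endonuclease cleavage of a quenched abasic-site DNA duplex (50 nM) by APE1 (0.75 nM) was tracked by TAMRA dequenching. Compounds were preincubated with enzyme 15 min at room temperature; data normalized to buffer-only and DMSO wells plus NSC13755 control.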
Pol iota inh: qHTS for Inhibitors of Polymerase Iota; AID 588590, 2011; 390,000 compounds, 1% hits; DNA polymerase iota (Homo sapiens), Q9UNA4; Pol iota fluorescent replication assay, 10 min; Potency, µM (top dose mostly 115 µM), without a hit: at the top dose activity, negative = inhibition, usual class: inhibitors; further: potency means the concentration at half of the fitted maximal effect
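Fluorescent replication assay read twice, at 0 min and 10 min after adding 50 nM (final) substrate. Enzyme (10 nM) and compounds were first incubated 15 min at room temperature; enzyme-free buffer wells were negative controls.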
Active calls of the source: *; i = inactive; ? = inconclusive; . = not tested or not shown; & = joins results of further samples; [ ] = remark or other dose. Unless noted, the call rests on the fitted dose curve; in most records, active means well fitted curve in the direction sought with a large enough effect; inconclusive means small, poorly fitted or top-dose-only effect, or another doubt; inactive means no such curve, though single readings can be large; an effect the other way counts as inactive or inconclusive. A portion of the library. The share of hits here may be higher or lower than overall.

SMILES	POLH inh	Anesthetic bind	PGK inhibitor	BLM helicase inh	POLB inh	RXFP1 antag	Pol kappa inh	APEX1 inh	Pol iota inh
Cc1ccc(NC(=O)c2cc3c(s2)CCC3)cc1S(=O)(=O)N1CCOCC1	5%	-9%	i	-8%	3%	-10	-20%	-2%	52%
CCc1ccccc1NC(=O)c1ccc(S(=O)(=O)N2CCCC2)cc1	-5%	-4%	6%	-4%	-8%	-13	-22%	29%	3%
Cc1c(C(=O)NCc2ccccc2Cl)sc2nc[nH]c(=O)c12	18%	-16%	-7%	-3%	5%	-10	-11%[60.1 µM]	.	-8%
NC(=O)CSc1nc(-c2ccccc2)nc2ccccc12	-4%	-12%	-3%	0%	-6%	-1	17%	-2%	19%
CC(=O)Nc1ccc2c(c1)Cc1c-2cc(Br)c(N)c1Br	-9%	.	-1%	.	.	-1	-16%	.	71%[activator]
CCOC(=O)C1CCN(S(=O)(=O)c2ccc3c(c2)CCN3C(C)=O)CC1	3%	1%	-5%	0%	36%	-6	8%	31%	22%
CC1=NN(C(=O)c2csc(C)c2C)C(O)(C(F)(F)F)C1 (stereo not given)	-24%	-1%	-5%	2%	-20%	-3	-17%	6%	10%
c1cncc(CSc2nnc(-c3cccnc3)n2Cc2ccco2)c1	.	-10%	.	-2%	37%	.	.	4%	.
c1ccc(-c2cnnc(SCc3cn4cccnc4n3)n2)cc1	-15%	-14%	-2%	2%	31%	-7	1%	-3%	14%
COc1ccccc1CNC(=O)C1CCCN(c2nnc(-n3c(C)ccc3C)s2)C1 (stereo not given)	-4%	-20%	0%	-6%	26%	.	-11%	.	-24%
CCc1ccc(Nc2ncc3c(n2)CC(C)CC3=O)cc1 (stereo not given)	-16%	-8%	-3%	-3%	9%	-15	4%	-4%	16%
Cc1cccc(NC(=O)COc2cccc3c2CCN(C)C3=O)c1C	-8%	-3%	3%	-2%	-1%	-3	-17%	6%	97%[activator]
Oc1ccc(C2CNCc3sccc32)cc1O (stereo not given)	-4%	.	-4%	.	5%[57.1 µM]	.	-4%[60.1 µM]	-4%&-5%	?
COc1ccc(CN2CCN(Cc3c[nH]c4ccccc34)CC2CCO)cc1C (stereo not given)	-1%	-10%	2%	-1%	10%	-4	-17%	25%	10%
Cc1ccc(CN(Cc2ccco2)C(=O)c2ccccc2Cl)o1	-18%	-15%	i	0%	11%	-3	3%	.	24%
O=C1CN(C(=O)c2ccc(F)cc2)c2ccccc2N1	-20%	-3%	4%	-1%	-1%	0	-9%	55%[activator]	34%[activator]
Cc1ccc(S(=O)(=O)Nc2ccc(N3CCOCC3)cc2)cc1	-13%	-18%	.	-1%	15%	1	-8%	3%	-40%
O=[N+]([O-])c1cccc(-c2nnc(C34CC5CC(CC(C5)C3)C4)o2)c1	-20%	0%	-7%	2%	2%	0	-2%	1%	103%[activator]
CO/N=C/c1ccc(Sc2ccccc2N)c([N+](=O)[O-])c1	-19%	?	-2%	-14%	14%	-12	-6%	-3%	-8%
CCCCOC(=O)N1CCOCCOCCN(C(=O)OCCCC)CCOCCOCC1	4%	-13%	-5%	-2%	31%[activator]	-9	4%	0%	14%

Part of the list above, with two lines to a compound:
Below each SMILES: POLH inh | Anesthetic bind | PGK inhibitor | BLM helicase inh | POLB inh | RXFP1 antag | Pol kappa inh | APEX1 inh | Pol iota inh
CC1=NN(C(=O)c2csc(C)c2C)C(O)(C(F)(F)F)C1 (stereo not given)
    -24% | -1% | -5% | 2% | -20% | -3 | -17% | 6% | 10%
CCc1ccc(Nc2ncc3c(n2)CC(C)CC3=O)cc1 (stereo not given)
    -16% | -8% | -3% | -3% | 9% | -15 | 4% | -4% | 16%
Oc1ccc(C2CNCc3sccc32)cc1O (stereo not given)
    -4% | . | -4% | . | 5%[57.1 µM] | . | -4%[60.1 µM] | -4%&-5% | ?

Next section:
SMILES	POLH inh	Anesthetic bind	PGK inhibitor	BLM helicase inh	POLB inh	RXFP1 antag	Pol kappa inh	APEX1 inh	Pol iota inh
C#CCOCCOCCOCCNc1nc(N2CCN(C(=O)[C@H]([C@@H](C)CC)n3cc(CCCCN)nn3)CC2)nc(N2CCN(C(=O)[C@H](C)n3cc(CCCN=C(N)N)nn3)CC2)n1	-13%	.	-6%	.	.	.	13%	53%[activator]	-7%
COc1ccc(C(=O)c2sc(Nc3cc(Cl)ccc3C)nc2N)cc1OC	-16%	67%[activator]	-2%	-9%	28µM*	.	-17%	.	?
CC1(c2nnc(Cc3ccccc3)o2)CC(c2cccnc2)=NO1 (stereo not given)	-19%	.	6%	.	.	.	7%	.	37%[activator]
CCN(CC)CCSC(=O)C(c1ccccc1)c1ccccc1	.	-3%	.	-2%&-5%	.	14	3%&8%[19.4 µM]	2%	.
O=C(NC1CCCCC1)C(c1ccco1)N(C(=O)c1csnn1)c1cccc(F)c1 (stereo not given)	-17%	-1%	i	1%	10%	-5	2%	87%[activator]	37%[activator]
COC(=O)C1=C(C)N(C)C(=O)NC1c1cc(Cl)cc(Cl)c1OC (stereo not given)	-6%	?	-5%	0%	1%	2	-12%	2%	8%
C[C@H](NC(=O)c1cccc([N+](=O)[O-])c1)C(=O)OCC(=O)c1ccccc1Br	-5%	.	1%	.	.	3	-1%	-7%	-12%
CC1CCC2(CC1)NC(=O)N(NC(=O)c1ccc(OC(C)C)cc1)C2=O (stereo not given)	1%	.	i	.	.	-1	-19%	14%	18%
Cc1cccc(OCC(=O)NCCNC(=O)c2ccncc2)c1	-16%	-2%	-9%	-3%	10%	-3	-12%	70%[activator]	5%
CC(NC(=O)c1cccs1)C(c1cccs1)N1CCN(Cc2ccccc2)CC1 (stereo not given)	-6%	-11%	.	-5%	35%	27	-17%	0%	-7%
COc1cc(CNCCCCO)ccc1OCc1ccccc1F	-8%	?	i	-1%	1%	-1	1%	0%	19%
c1coc(-c2cc(C3CCNCC3)[nH]n2)c1	-15%	-4%	-11%	4%	15%	-13	0%	-1%	-5%
COC(=O)C1=C(CN2CCc3ccccc32)NC(=O)NC1c1cc(C)ccc1C (stereo not given)	-17%	?	i	-3%	-16%	-14	-4%	-2%	8%
Cc1ccc(CNC(=O)c2c3c(nc4ccccc24)C(=O)N(C2CCCCC2)C3)cc1	-11%	-17%	-9%	-7%	-25%	-20	-5%	.	-3%
CC(=O)Nc1nc2ccccc2[nH]1	0%	-2%	i	1%	-18%	-12	7%	-10%	19%
Cc1ccc(NC(=O)CCSc2nnc3ccccn23)cc1	-3%	-3%	7%	-3%	25%	-4	-10%	-1%	2%
COc1ccc(-c2oc3ccc(N4CCOCC4)cc3c2C#CC2(O)CCCCC2)cc1	-19%	.	4%	.	.	.	-2%	.	13%
CC(C)c1nnc(SCC(=O)N2CCc3ccccc32)n1N	12%	-9%	-1%	-1%	42%	-19	-13%	-2%	103%[activator]
N#CCC(=O)N/N=C/c1ccccc1Cl	-7%	-4%	i	-3%	4%	-3	-6%	15%	105%[activator]
COc1ccc(N2CCN(C(=O)CCc3ccc(S(=O)(=O)NCC(C)C)cc3)CC2)cc1	-1%	-18%	-1%	-3%	-4%	-8	-11%	9%	9%
COc1ccccc1Nc1ncnc2c1cnn2-c1cccc(C)c1	-16%	4%	-7%	1%	-19%	-5	-10%	-8%	-15%
CC(C)OCCCNC(=O)Nc1cccc2ccccc12	-1%	-4%	6%	-3%	-14%	0	4%	14%	24%
O=C(N/C(=C/c1cccc([N+](=O)[O-])c1)C(=O)N1CCCCCC1)c1cccs1	-11%	-13%	-9%	-1%	6%	-15	-4%	6%	14%
O=C(CNC(=O)c1ccc(Cl)cc1)OCc1cc(=O)n2nc(C3CC3)sc2n1	3%	-4%	10%	-6%	1%	.	-15%	.	54%[activator]
Cc1cccc(/N=C/c2ccccn2)n1	-4%	.	4%	.	.	5	-5%	.	-15%
CCCCOc1ccc(C(=O)Oc2cc(C)[nH]c(=O)c2[N+](=O)[O-])cc1	-9%	-6%	-1%	-1%	15%	-4	1%	14%	9%
COc1cc2c(cc1OC)CN(C(=S)Nc1ccccc1Cl)CC2	-12%	-6%	-3%	-7%	2%	6	-15%	5%	?
Cc1cc(C(=O)NP(=O)(N2CCOCC2)N2CCOCC2)c(C)n1-c1ccc(Br)cc1	-7%	-12%	-2%	-6%	4%	12	-4%	-1%	41%[activator]
COc1cc2c(cc1OC)CC(=O)NC=C2	-3%	2%	14%	3%	2%	-7	-6%	-8%	106%[activator]
COC(=O)c1cc(CNC(=O)c2cccc(Cl)c2)ccc1OC	-17%	-9%	i	5%	7%	-5	6%	0%	71%[activator]
CCC1C(=NO)C(CC)C(c2ccccc2)NC1c1ccccc1 (stereo not given)	-19%	-9%	-7%	-8%	-23%	-74*	-1%	-2%	72%[activator]
COc1ccc(CNC(=O)C2CCCN(S(=O)(=O)c3ccc(F)cc3)C2)cc1 (stereo not given)	-22%	-12%	1%	-1%	30%	-6	-12%	-16%	6%
O=C(CCN1CCN(Cc2ccccc2)CC1)Nc1ccccc1Cl	-16%	6%	-11%	-7%	2%	24	-4%	-14%	18%
O=[n+]1c2c(n([O-])c3cc(Cl)ccc31)CCCC2	-4%	-24%	-5%	-4%	21%	1	-17%	-4%	32%
CCOc1ccc(NC(=O)CC2C(=O)N(c3ccc(OC)c(Cl)c3)C(=S)N2C2CC2)cc1 (stereo not given)	-20%	-9%	5%	1%	62%	-18	-6%	1%	19%
CN(C)Cc1c(O)c(Cl)cc2c3c(c(=O)oc12)CCCC3	2%	.	4%	2%	-2%	18	-8%	-2%	?
